# FLuc inh: blocks Photinus pyralis firefly luciferase activity; purified firefly luciferase, luminescence, 8 min; 72,000 tested, 2.2% active; Potency, µM (top dose mostly 57.1 µM), for inactives: at the highest dose activity change, negative = inhibition, hits mostly inhibitors; P08659; note: potency is the fitted concentration of half-maximal effect; % is set by controls: 0 for no effect and ±100 for the full control effect; nearly all actives have a fitted effect of over 40% in size
#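 qHTS concentration-response profiling: light output of P. pyralis luciferase with luciferin and 10 uM ATP, imidazole buffer pH 7.2. Read by luminescence after 8-min room-temperature incubation.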
# HEK293 cAMP ctrl: raises cAMP in parental HEK293 cells, TSHR agonist counter-screen; 73,000 tested, 2.5% active; Potency, µM (doses to about 57.1 µM), for the others: at the highest dose activation, usual class: activators; AID 938; parental HEK293 CNG cAMP sensor, membrane potential fluorescence; note: potency is the fitted concentration of half-maximal effect; % of control where 0% means no effect; nearly all actives have a fitted effect of over 55% in size
#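 Parental HEK 293 cells stably expressing a cAMP-gated CNG channel were loaded with membrane potential dye containing 100 uM RO 20-1724 for 60 min. Compound added for 30 min; depolarization read as fluorescence intensity at 590 nm.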
# ERK AVP inh: vasopressin-driven ERK pathway inhibition; HEK293-V1b, vasopressin-stimulated pERK AlphaScreen; Potency, µM (series often up to 57.5 µM), without a hit: at the highest dose activity, negative = inhibition, hits mostly inhibitors; 72,000 tested, 0.99% active; AID 995; note: potency is the fitted concentration of half-maximal effect; % is set by controls: 0 for no effect and ±100 for the full control effect; nearly all actives have a fitted effect of over 55% in size
#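 Overnight-seeded V1b-HEK293 cells in 1% FBS got compound, then vasopressin (25 nM final, 5 min, 37C), then lysis buffer. AlphaScreen detection of phospho-ERK; activity normalized to basal and full-stimulation controls.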
# BRCT inh green: inhibitors of human BRCA1 BRCT-phosphoprotein interaction (green fluorophore). P38398. BRCA1 BRCT-phosphopeptide binding, green fluorescence polarization. 75,000 tested, 0.05% active. Potency, µM (series often up to 76.9 µM), for the others: at the top dose activity change, negative = inhibition, actives largely listed as inhibitors;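 note: potency is the fitted concentration of half-maximal effect; plate controls were peptide without protein for full effect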
# Target sequence (P38398 whole entry, looked up): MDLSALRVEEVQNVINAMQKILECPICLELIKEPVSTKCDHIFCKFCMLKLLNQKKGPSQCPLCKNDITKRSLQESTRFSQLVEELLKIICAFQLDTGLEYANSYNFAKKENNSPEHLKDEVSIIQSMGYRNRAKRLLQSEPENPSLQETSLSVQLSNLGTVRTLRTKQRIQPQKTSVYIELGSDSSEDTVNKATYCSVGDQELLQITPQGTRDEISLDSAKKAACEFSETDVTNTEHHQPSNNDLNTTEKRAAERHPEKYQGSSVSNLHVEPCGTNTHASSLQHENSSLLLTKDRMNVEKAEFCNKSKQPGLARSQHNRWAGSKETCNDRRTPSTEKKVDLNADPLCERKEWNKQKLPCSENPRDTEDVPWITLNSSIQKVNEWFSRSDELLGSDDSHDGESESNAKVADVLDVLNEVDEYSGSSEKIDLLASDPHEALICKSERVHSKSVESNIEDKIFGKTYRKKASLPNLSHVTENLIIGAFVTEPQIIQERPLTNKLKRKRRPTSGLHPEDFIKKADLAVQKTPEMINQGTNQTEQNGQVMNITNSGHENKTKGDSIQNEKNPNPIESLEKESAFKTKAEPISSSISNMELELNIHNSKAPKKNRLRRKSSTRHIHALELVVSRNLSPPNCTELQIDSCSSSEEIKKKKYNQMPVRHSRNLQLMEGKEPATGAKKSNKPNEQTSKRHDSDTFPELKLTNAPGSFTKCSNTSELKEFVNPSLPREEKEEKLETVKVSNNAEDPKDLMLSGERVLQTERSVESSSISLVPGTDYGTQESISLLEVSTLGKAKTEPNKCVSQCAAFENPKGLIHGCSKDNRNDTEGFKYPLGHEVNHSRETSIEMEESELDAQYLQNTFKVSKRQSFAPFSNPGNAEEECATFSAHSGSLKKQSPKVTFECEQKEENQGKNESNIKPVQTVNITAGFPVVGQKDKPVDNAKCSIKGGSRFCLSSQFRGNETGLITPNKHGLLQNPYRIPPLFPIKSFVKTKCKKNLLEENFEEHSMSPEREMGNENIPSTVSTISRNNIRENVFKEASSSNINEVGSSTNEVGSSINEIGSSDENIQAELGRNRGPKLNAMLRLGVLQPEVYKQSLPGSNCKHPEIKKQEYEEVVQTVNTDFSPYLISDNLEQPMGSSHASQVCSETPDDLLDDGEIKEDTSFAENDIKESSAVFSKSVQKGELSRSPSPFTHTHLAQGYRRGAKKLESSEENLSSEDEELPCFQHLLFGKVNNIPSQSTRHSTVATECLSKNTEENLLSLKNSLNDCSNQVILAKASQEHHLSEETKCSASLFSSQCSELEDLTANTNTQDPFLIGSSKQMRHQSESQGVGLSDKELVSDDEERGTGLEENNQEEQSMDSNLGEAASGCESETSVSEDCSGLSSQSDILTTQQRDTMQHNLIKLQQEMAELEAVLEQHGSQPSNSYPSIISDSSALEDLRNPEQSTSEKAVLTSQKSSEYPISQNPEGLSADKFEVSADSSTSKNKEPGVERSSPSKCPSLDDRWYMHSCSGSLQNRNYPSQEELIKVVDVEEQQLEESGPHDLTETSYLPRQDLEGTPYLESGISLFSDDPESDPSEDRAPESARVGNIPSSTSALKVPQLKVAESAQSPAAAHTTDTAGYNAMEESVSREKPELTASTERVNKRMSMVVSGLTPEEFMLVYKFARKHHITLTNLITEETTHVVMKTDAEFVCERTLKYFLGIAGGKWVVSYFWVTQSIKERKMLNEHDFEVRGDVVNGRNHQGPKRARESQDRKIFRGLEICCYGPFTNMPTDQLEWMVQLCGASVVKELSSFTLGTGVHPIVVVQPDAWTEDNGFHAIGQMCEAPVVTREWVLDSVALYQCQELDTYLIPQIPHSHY
#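 Compounds were incubated for 12 min at room temperature with a complex of 100 nM fluorescein-tagged pBACH1 decapeptide and 250 nM His-tagged BRCT protein. Buffer was phosphate pH 7.3 with EDTA, DTT and Tween 20. Disruption of binding lowers the polarization signal.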
# CRE Fsk mod: modulators of forskolin-stimulated CRE signaling in CHO cells | CHO CRE-bla reporter (cAMP response element driving beta-lactamase), forskolin EC10, beta-lactamase ratio | Potency, µM (doses to about 38.2 µM), without a hit: at the highest dose activity change, negative = inhibition, usual class: activators | 71,000 tested, 2.5% active; active = well fitted activation curve with a large enough effect in the signal ratio, with a control signal flat, not every such curve was filed as active; inconclusive = small, poorly fitted or top-dose-only effect, or effect the other way, or a change in a side signal; the % refers to the signal ratio; note: potency is the fitted concentration of half-maximal effect; % of control where 0% means no effect
#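 Modulation of forskolin-driven signalling is measured in CHO cells carrying a CRE-controlled beta-lactamase reporter. Cells are stimulated with EC10 NKH 477 in the presence of titrated compound for 3 h at 37 °C, then loaded with CCF4 for 2 h at room temperature.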
# Casp1 inh: blocks human caspase-1 allosterically or competitively; 75,000 tested, 0.03% active; Caspase-1 enzyme, Ac-WEHD-AFC fluorogenic rate; P29466; AID 900; Potency, µM (doses to about 57.5 µM), inactives show at the highest dose activity change, negative = inhibition, actives largely listed as inhibitors;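 note: potency is the fitted concentration of half-maximal effect; plate controls were vehicle for no effect and no substrate for full effect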
# Casp7 inh: caspase-7 (human) inhibition, allosteric or competitive; Potency, µM (series often up to 57.5 µM), for inactives: at the top dose activity change, negative = inhibition, actives largely listed as inhibitors; recombinant caspase-7, Ac-DEVD-AFC fluorescence rate; P55210; 75,000 tested, 0.02% active; AID 889; active = well fitted inhibition curve with a large enough effect in the main read-out, with a control signal flat, not every such curve was filed as active; inconclusive = small, poorly fitted or top-dose-only effect, or a change in a side signal; note: potency is the fitted concentration of half-maximal effect; % of control where 0% means no effect
# BRCT PPI red: disrupts BRCA1 BRCT binding to phosphoprotein, red fluorophore readout; P38398; BRCT-phosphopeptide binding, red fluorescence polarization; Potency, µM (series often up to 76.9 µM), for inactives: at the highest dose activity change, negative = inhibition, actives largely listed as inhibitors; 75,000 tested, 0.03% active; AID 892; note: % is set by controls: 0 for no effect and ±100 for the full control effect
#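 Fluorescence polarization: 100 nM His-tagged BRCA1 BRCT with 100 nM TAMRA-labelled phospho-BACH1 decapeptide, phosphate buffer pH 7.3 with 150 mM NaCl, DTT, 0.01% Tween 20; 12 min RT. Binding inhibition seen as FP decrease.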
# Tau filament bind: binders of human tau filaments; P10636; recombinant tau filaments, thioflavin S fluorescence, 15 h; filaments grown with octadecylsulfate alongside compound; Potency, µM (top dose mostly 57.1 µM), for inactives: at the top dose activity change, negative = inhibition; 71,000 tested, 2% active; AID 596;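 note: potency is the fitted concentration of half-maximal effect; % is set by controls: 0 for no effect and ±100 for the full control effect; actives lower thioflavin S fluorescence by blocking filaments or displacing dye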
#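 Recombinant tau protein (human, 1 uM final) plus 30 uM ODS in HEPES pH 7.4 with NaCl, DTT and thioflavine S. Compound present from the start; fluorescence at 510 nm after 15 h, 37 C.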
# USP2a inhib: inhibitors of human ubiquitin-specific protease USP2a. O75604. 60,000 tested, 0.1% active. USP2a enzymatic assay, qHTS inhibition. Potency, µM (titrated, usually from 38.3 µM), without a hit: at the top dose activity change, negative = inhibition, actives largely listed as inhibitors;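 note: potency is the fitted concentration of half-maximal effect; nearly all actives have a fitted effect of over 60% in size; plate controls were DMSO for no effect and NEM full inhibition control for full effect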
#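 USP2 core (20 nM final) was preincubated with compound for 30 min at RT in 20 mM Tris-HCl pH 8.0, 2 mM CaCl2, 2 mM beta-mercaptoethanol; Ub-PLA2 (20 nM) plus NBD C6-HPC (20 uM) then added, fluorescence read after 2.5 h.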
# A350 autofl: compounds fluorescent in Alexa 350 spectral region | Compound autofluorescence, 340/450 nm, Alexa 350 dye-equivalents; hits give high values | max dye-equivalent concentration, M | 59,000 tested, 11% active; in the data active = max dye-equivalent concentration above about 10 nM; inconclusive = mostly about 1.1 nM to 9.6 nM
# An asterisk follows results filed as active; i = inactive; ? = inconclusive; · = no result given; [ ] = dose if it differs, or a comment. Unless noted, calls come from the whole dose curve; as a rule, active = well fitted curve in the direction sought with a large enough effect; inconclusive = small, poorly fitted or top-dose-only effect, or another doubt; inactive = no such curve, though single readings can be large; an effect the other way counts as inactive or inconclusive.
SMILES,FLuc inh,HEK293 cAMP ctrl,ERK AVP inh,BRCT inh green,CRE Fsk mod,Casp1 inh,Casp7 inh,BRCT PPI red,Tau filament bind,USP2a inhib,A350 autofl
NC1=NCCCC1,-0.4%,-0.6%,0.2%,-3.7%,-4.7%,2.7%,-0.7%,0.0%,?,·,·
CC1O[C@@H](O[C@H]2C(Oc3cc(O)c4c(c3)OC(c3ccc(O)cc3)CC4=O)OC(CO)C(O)C2O)C(O)C(O)C1O (stereo partly specified),·,·,5.2%,0.7%,·,-2.2%,-1.1%,0.9%,·,-2.0%,·
CS(=O)(=O)CCCCN=C=S,·,·,11.7%,-0.6%,·,3.3%,0.9%,-0.4%,·,-6.7%,·
CCn1c(SCC(=O)Nc2cc(NC(C)=O)ccc2OC)nnc1-c1ccncc1,0.4%,3.4%,2.6%,0.2%,-8.2%,-1.2%,-1.0%,0.0%,3.8%,-6.3%,i
COc1cccc(Nc2nnc(SCC(=O)N3CCOCC3)s2)c1,?,5.7%,-15.6%,-5.5%,-2.2%,-0.1%,0.2%,0.5%,-0.5%,3.2%,i
O=S(=O)(c1ccc2c(c1)OCCO2)N1CCN(c2nc3ccccc3s2)CC1,0.1%,17.2%,-25.2%,-1.0%,-4.6%,-0.9%,-6.3%,-1.0%,12.9%,31.7%[activator],i
O=C1CCCC/C1=C\Nc1ccccc1C(=O)O,-0.9%,5.0%,-0.8%,-0.8%,-8.2%,-2.3%,-0.6%,-1.9%,0.5%,-7.0%,5.2e-08M*
Cc1ccc(Cn2c(SCC(=O)Nc3cccc(C)n3)nc3c2c(=O)n(C)c(=O)n3C)cc1,0.5%,-10.2%,4.1%,-0.9%,6.4%,0.9%,-1.3%,1.2%,-16.2%,-5.0%,i
COc1ccc(CN2CCCC(C(=O)N(C)Cc3ccccc3)C2)cc1OC (stereo unspecified),0.0%,24.6%,16.4%,0.8%,-4.5%,-2.2%,3.3%,-0.1%,-11.7%,4.3%,i
O=c1oc2cc(N=Cc3ccc4c(c3)OCO4)ccc2c2ccccc12,1.9%[11.4 µM],0.9%[11.4 µM],-6.7%[11.5 µM],-0.5%[15.4 µM],16.7%[7.6 µM],-3.8%[11.5 µM],1.2%[11.5 µM],-0.8%[15.4 µM],1.5%[11.4 µM],·,i
O=C(OC(C(=O)NCc1cccs1)c1ccccn1)c1cccs1 (stereo unspecified),1.5%,16.1%,-14.8%,0.0%,-4.4%,0.5%,2.4%,-2.9%,2.5%,-5.8%,i
COCCCN1C(=O)C(O)=C(C(=O)c2ccc(C)o2)C1c1cccc(Br)c1 (stereo unspecified),·,-1.0%,·,-1.4%,·,-3.9%,0.6%,-2.8%,·,·,·
CC(=O)c1c(C)oc2ccc(NS(=O)(=O)c3ccc(O)c(C(=O)O)c3)cc12,0.5%,7.6%,-6.9%,-1.0%,-16.2%,-1.2%,1.0%,2.0%,-4.0%,1.3%,i
COCC(=O)N1CCC[C@@]2(CCN(C(=O)Nc3cccc(F)c3)C2)C1,1.3%[11.4 µM],-6.3%,5.7%,-3.2%,-0.9%,-1.1%,1.0%,-0.1%,4.0%,16.6%,i
COc1ccc(C(=O)O)c(O)c1OC,·,·,12.2%,-0.1%,·,0.7%,-0.4%,1.0%,·,-6.5%,·
COc1ccc2c(c1OC)CN(C)CCc1cc3c(cc1C(O)C2)OCO3 (stereo unspecified),-0.5%,14.6%,5.6%,-1.2%,-1.0%,0.3%,0.7%,-1.7%,-9.8%,-0.5%,i
COC(=O)c1cc(OC)c(OC)cc1NC(=O)C1CCCO1 (stereo unspecified),·,-14.4%,·,-0.3%,·,-2.7%,-1.9%,0.5%,·,·,·
Cc1ccc(S(=O)(=O)N2C(=O)CCC2C(=O)N2CCN(C)CC2)cc1 (stereo unspecified),1.7%,?,-8.7%,-3.0%,1.8%,-1.6%,-0.4%,0.7%,-0.9%,-1.3%,i
Cc1ccc(S(=O)(=O)N(C)c2nonc2C)cc1,-31.4%,17.3%,12.8%,0.2%,5.3%,0.9%,-1.2%,-0.3%,-5.3%,-5.8%,i
O=C(Nc1ccc2c(c1)CCC2)C1CCCO1 (stereo unspecified),-13.0%,2.1%,2.4%,-0.4%,0.5%,-0.4%,-0.4%,-1.7%,4.4%,-0.2%,i
COCCn1c(SCC(=O)c2cccc(OC)c2)nnc1-c1ccco1,0.4%,5.5%,-19.1%,1.1%,-1.0%,1.8%,5.8%,0.2%,-0.6%,4.9%,?
COc1ccccc1Nc1nc(-c2cccs2)cs1,12.6µM*,0.8%,?,3.1%,-2.3%,-2.2%,-3.5%,0.9%,12.6µM*,52.0%[activator],·
CCOC(=O)c1sc(=S)n(-c2cc(OC)ccc2OC)c1N,-1.6%,-4.8%,4.8%,-1.2%,7.1%,0.8%,0.5%,-0.1%,0.3%,-3.7%,i
C=CCNC(=O)C1CC(=O)N(c2ccc(OCC(=O)Nc3cccc(OC)c3)cc2)C1 (stereo unspecified),-1.8%,-2.1%,-14.5%,-0.1%,-11.8%,0.0%,1.4%,1.7%,-0.7%,2.3%,i
c1ccc(CNc2nc(-c3ccoc3)nc3ccccc23)cc1,3.4%[2.29 µM],?,-24.5%,0.1%,-6.1%,-6.0%,-7.9%,1.0%,15.8µM*,94.8%[activator],i
# (more compounds)
SMILES,FLuc inh,HEK293 cAMP ctrl,ERK AVP inh,BRCT inh green,CRE Fsk mod,Casp1 inh,Casp7 inh,BRCT PPI red,Tau filament bind,USP2a inhib,A350 autofl
Cc1cc(C)cc(Nc2ncc3c(n2)CC(c2ccco2)CC3=O)c1 (stereo unspecified),-0.5%,12.6%,-14.2%,-1.0%,-7.4%,-3.4%,-1.9%,-0.1%,-2.3%,6.8%,6.39e-07M*
Cc1nnc(SCC(=O)Nc2ccccc2NC(=O)CSc2nnc(C)s2)s1,0.8%,-1.2%,-23.6%,-0.8%,-3.9%,0.4%,2.4%,-0.5%,10.8%,-4.0%,i
c1ccc(C(c2nnnn2Cc2cccs2)N2CCN(C3CCCC3)CC2)cc1 (stereo unspecified),1.4%,-8.2%,3.5%,-2.5%,?,0.3%,4.5%,-2.4%,-1.5%,3.6%,i
CCC(=O)Nc1nc2ccc3nc(C)sc3c2s1,-12.5%,0.3%,·,-1.0%,?,-5.1%,-0.3%,-1.1%,64.4%,·,·
O=C(O)CCC/C=C\C[C@H]1[C@@H](/C=C\[C@@H](O)C2Cc3ccccc3C2)[C@H](F)C[C@H]1O,5.5%,-6.4%,·,·,-4.3%,·,·,·,2.3%,·,?
O=C(Nc1ccc(S(=O)(=O)N2CCOCC2)cc1)c1ccc(Cl)s1,3.0%,-12.5%,-19.5%,0.1%,?,0.8%,-1.9%,-0.6%,10.2%,27.3%,i
c1ccc2c(c1)OCC(c1nn3cnnc3s1)O2 (stereo unspecified),3.4%,7.9%,-6.4%,-1.5%,?,-1.5%,-1.7%,-1.5%,-1.0%,-0.1%,i
CCc1c(C)sc(NC(=O)C2CCCCC2C(=O)O)c1C(N)=O (stereo unspecified),-4.7%,5.3%,4.9%,-1.2%,4.8%,-7.6%,0.8%,0.5%,-4.4%,-1.4%,·

# Part of the list above, field by field:
> c1ccc(CNc2nc(-c3ccoc3)nc3ccccc23)cc1
  FLuc inh = 3.4%[2.29 µM]; HEK293 cAMP ctrl = ?; ERK AVP inh = -24.5%; BRCT inh green = 0.1%; CRE Fsk mod = -6.1%; Casp1 inh = -6.0%; Casp7 inh = -7.9%; BRCT PPI red = 1.0%; Tau filament bind = 15.8µM*; USP2a inhib = 94.8%[activator]; A350 autofl = i

> Cc1cc(C)cc(Nc2ncc3c(n2)CC(c2ccco2)CC3=O)c1 (stereo unspecified)
  FLuc inh = -0.5%; HEK293 cAMP ctrl = 12.6%; ERK AVP inh = -14.2%; BRCT inh green = -1.0%; CRE Fsk mod = -7.4%; Casp1 inh = -3.4%; Casp7 inh = -1.9%; BRCT PPI red = -0.1%; Tau filament bind = -2.3%; USP2a inhib = 6.8%; A350 autofl = 6.39e-07M*

> Cc1nnc(SCC(=O)Nc2ccccc2NC(=O)CSc2nnc(C)s2)s1
  FLuc inh = 0.8%; HEK293 cAMP ctrl = -1.2%; ERK AVP inh = -23.6%; BRCT inh green = -0.8%; CRE Fsk mod = -3.9%; Casp1 inh = 0.4%; Casp7 inh = 2.4%; BRCT PPI red = -0.5%; Tau filament bind = 10.8%; USP2a inhib = -4.0%; A350 autofl = i

# Source: PubChem BioAssay

# Not a hit list (roughly 16% active in at least one column).
